Source: PubChem BioAssay (National Center for Advancing Translational Sciences (NCATS))
G9a block = qHTS Assay for Inhibitors of Histone Lysine Methyltransferase G9a; Histone-lysine N-methyltransferase EHMT2 (Homo sapiens), Q96KQ7; AID 504332, 2011; hit rate 8.8% among 350,000; G9a H3K9 monomethylation, AlphaScreen, 2 h; Potency, µM (titrated, usually from 102 µM), without a hit: at the top dose activity, negative = inhibition, most hits filed as inhibitors; also: % is scaled to controls: 0 for no effect and ±100 for the full control effect; nearly all actives have a fitted effect of over 75% in size
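Using a bead-based AlphaScreen, monomethylated H3K9 product from 2 h room-temperature reactions (G9a 20 nM, peptide 500 nM, SAM 20 uM) was detected with 0.5 ug/mL rabbit anti-H3K9me1 antibody.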
BAZ2B inh = qHTS Assay for Inhibitors of BAZ2B. AlphaScreen BAZ2B-H3K14Ac peptide displacement. AID 504333, 2011. Bromodomain adjacent to zinc finger domain protein 2B (Homo sapiens), Q9UIF8. hit rate 4.4% among 360,000. Potency, µM (highest dose often 114 µM), inactives show at the top dose activity change, negative = inhibition, most hits filed as inhibitors; also: % is scaled to controls: 0 for no effect and ±100 for the full control effect; nearly all actives have a fitted effect of over 60% in size
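Inhibition is scored as reduced AlphaScreen emission. The BAZ2B/b-H3(5-23)K14Ac complex (50 nM each) in PBS pH 7.4, 0.01% Tween-20 meets compound (up to 110 uM) for 30 min at RT before bead addition.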
Apoferritin bind = qHTS Assay for Identification of Novel General Anesthetics; Ferritin light chain (Equus caballus), P02791; apoferritin/1-aminoanthracene competitive binding, fluorescence; Potency, µM (series often up to 77.5 µM), for inactives: at the highest dose activity change, negative = displacement, usual class: inhibitors; hit rate 0.074% among 350,000; also: % is scaled to controls: 0 for no effect and ±100 for the full control effect; nearly all actives have a fitted effect of over 20% in size
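Horse-spleen apoferritin (10 uM) was mixed with 50% saturated 1-aminoanthracene in PBS, exposed to compounds for 10 min at room temperature, and read for fluorescence (ex 380 nm, em 535 nm). Competitive displacement was fitted with a four-parameter Hill equation.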
POLH inh = qHTS for Inhibitors of Polymerase Eta. Potency, µM (top dose mostly 114 µM), inactives show at the highest dose activity change, negative = inhibition, hits mostly inhibitors. hit rate 1.2% among 390,000. recombinant Pol eta, fluorescent DNA replication assay. DNA polymerase eta (Homo sapiens), Q9Y253; also: % is scaled to controls: 0 for no effect and ±100 for the full control effect
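Pol eta at 10 nM preincubated with compounds 15 min at room temperature; reaction started with fluorescent substrate (50 nM final) and read kinetically at 0 and 10 min.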
Pol beta inh = qHTS Assay for Inhibitors of DNA Polymerase Beta. P06746. Pol beta primer extension/strand displacement, fluorescence kinetic. Potency, µM (highest dose often 114 µM), for the others: at the top dose activity change, negative = inhibition, hits mostly inhibitors. hit rate 1.3% among 340,000. AID 485314, 2010; also: % is scaled to controls: 0 for no effect and ±100 for the full control effect
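Reaction started by 50 nM substrate onto compound-treated Pol beta (10 nM, 15 min preincubation, room temperature); plates read at 0 min and 10 min. Normalized concentration-effect data fitted by four-parameter Hill equation.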
APEX1 inh = qHTS Assay for Inhibitors of the Human Apurinic/apyrimidinic Endonuclease 1 (APE1); Potency, µM (titrated, usually from 65.8 µM), for inactives: at the top dose activity change, negative = inhibition, hits mostly inhibitors; hit rate 0.35% among 350,000; AID 2517, 2012; recombinant APE1, TAMRA/BHQ-2 abasic DNA cleavage fluorescence; DNA repair nuclease/redox regulator APEX1 (Homo sapiens), P27695;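 also: plate controls were vehicle for no effect and reference inhibitor for full effect; nearly all actives have a fitted effect of over 55% in size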
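Measures dequenching upon AP-site incision of a 5'-TAMRA/3'-BHQ-2 THF-containing duplex, 50 nM; human APE1 0.75 nM after 15 min room-temperature exposure to compound; kinetic three-point read at one-minute spacing.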
Pol kappa inh = qHTS for Inhibitors of Polymerase Kappa; DNA polymerase kappa (Homo sapiens), Q9UBT6; purified Pol kappa, fluorescent DNA synthesis assay, 10 min; Potency, µM (highest dose often 107 µM), without a hit: top-dose activity, negative = inhibition, actives largely listed as inhibitors; AID 588579, 2011; hit rate 0.53% among 400,000; also: % is scaled to controls: 0 for no effect and ±100 for the full control effect
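50 nM final substrate added after 15 min RT preincubation of 10 nM Pol kappa with compound; fluorescence read at 0 and 10 min.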
POLI inh = qHTS for Inhibitors of Polymerase Iota; hit rate 1% among 390,000; DNA polymerase iota (Homo sapiens), Q9UNA4; Pol iota fluorescent replication assay, 10 min; AID 588590, 2011; Potency, µM (highest dose often 115 µM), without a hit: at the top dose activity, negative = inhibition, hits mostly inhibitors
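Fluorescent replication assay read twice, at 0 min and 10 min after adding 50 nM (final) substrate. Enzyme (10 nM) and compounds were first incubated 15 min at room temperature; enzyme-free buffer wells were negative controls.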
BLM inh = qHTS Assay for Inhibitors of Bloom's syndrome helicase (BLM). RecQ-like DNA helicase BLM (Homo sapiens), P54132. recombinant BLM DNA unwinding, fluorescence dequenching. Potency, µM (doses to about 56.1 µM), for inactives: at the highest dose activity change, negative = inhibition, usual class: inhibitors. hit rate 0.2% among 350,000. AID 2528, 2010;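 also: plate controls were vehicle for no effect and no enzyme for full effect; nearly all actives have a fitted effect of over 35% in size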
Target sequence (P54132 whole entry, looked up): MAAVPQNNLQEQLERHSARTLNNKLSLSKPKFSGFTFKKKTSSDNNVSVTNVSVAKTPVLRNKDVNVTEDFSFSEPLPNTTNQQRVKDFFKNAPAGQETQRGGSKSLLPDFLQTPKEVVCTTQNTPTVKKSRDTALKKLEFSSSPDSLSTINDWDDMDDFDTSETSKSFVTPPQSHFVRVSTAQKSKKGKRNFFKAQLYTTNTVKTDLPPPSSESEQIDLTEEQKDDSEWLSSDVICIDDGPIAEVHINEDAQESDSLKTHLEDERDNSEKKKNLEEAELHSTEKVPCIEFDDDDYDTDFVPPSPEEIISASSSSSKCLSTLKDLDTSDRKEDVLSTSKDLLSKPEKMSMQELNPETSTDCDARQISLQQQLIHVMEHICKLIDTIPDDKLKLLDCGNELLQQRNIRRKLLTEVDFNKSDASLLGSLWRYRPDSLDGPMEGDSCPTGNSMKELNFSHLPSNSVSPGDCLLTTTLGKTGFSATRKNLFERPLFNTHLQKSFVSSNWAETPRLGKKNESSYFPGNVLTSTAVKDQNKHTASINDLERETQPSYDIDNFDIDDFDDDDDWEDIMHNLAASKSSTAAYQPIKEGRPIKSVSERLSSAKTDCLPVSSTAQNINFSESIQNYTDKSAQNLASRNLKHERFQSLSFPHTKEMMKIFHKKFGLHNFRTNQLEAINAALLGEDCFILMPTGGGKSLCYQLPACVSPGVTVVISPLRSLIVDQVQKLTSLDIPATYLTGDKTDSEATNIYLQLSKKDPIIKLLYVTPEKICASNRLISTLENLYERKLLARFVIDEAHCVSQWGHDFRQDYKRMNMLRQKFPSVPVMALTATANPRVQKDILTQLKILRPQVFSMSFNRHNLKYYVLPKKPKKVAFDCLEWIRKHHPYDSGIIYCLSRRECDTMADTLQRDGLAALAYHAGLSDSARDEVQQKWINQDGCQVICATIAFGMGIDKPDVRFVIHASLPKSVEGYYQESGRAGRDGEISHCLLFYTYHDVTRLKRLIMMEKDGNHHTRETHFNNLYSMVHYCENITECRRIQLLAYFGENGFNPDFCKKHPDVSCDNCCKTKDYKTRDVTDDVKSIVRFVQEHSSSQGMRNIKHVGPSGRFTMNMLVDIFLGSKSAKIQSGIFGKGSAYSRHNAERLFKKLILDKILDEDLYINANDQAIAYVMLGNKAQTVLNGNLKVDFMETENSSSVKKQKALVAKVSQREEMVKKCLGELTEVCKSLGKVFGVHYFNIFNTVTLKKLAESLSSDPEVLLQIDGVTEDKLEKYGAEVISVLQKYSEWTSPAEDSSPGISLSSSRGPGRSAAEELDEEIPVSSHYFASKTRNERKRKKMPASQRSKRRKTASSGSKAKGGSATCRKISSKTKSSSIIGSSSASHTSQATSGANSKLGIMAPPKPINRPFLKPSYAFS
Active calls of the source: *; u = inconclusive; x = not tested or not shown; [ ] = remark or other dose. Calls follow the shape of the dose curve; as a rule, active = well fitted curve in the direction sought with a large enough effect; inconclusive = small, poorly fitted or top-dose-only effect, or another doubt; inactive = no such curve, though single readings can be large; an effect the other way counts as inactive or inconclusive. Potency is read from the fitted curve at half-maximal effect. These rows are one share of the data, so the mix of outcomes need not match the whole.

Values run as follows: G9a block, BAZ2B inh, Apoferritin bind, POLH inh, Pol beta inh, APEX1 inh, Pol kappa inh, POLI inh, BLM inh
1. CNC(=O)c1oc(-c2ccccc2)nc1C
    13%, -14%, -4%, -12%, 1%, 1%, -1%, 9%, -2%
2. O=C(c1ccc(COCC(F)(F)F)o1)N1CCCC1
    6%, 10%, -5%, -1%, 4%, 0%, 6%, 9%, -3%
3. Cc1cccc(C)c1-n1nnnc1SCC(=O)c1c(N)n(C2CC2)c(=O)[nH]c1=O
    x, x, x, -17%, x, 2%, 7%, 1%, x
4. O=C(Nc1cccc(-c2nc3ccccc3[nH]2)c1)c1ccccc1F
    -19%[59 µM], 1%, -17%, -7%, -18%, x, 7%, 22%, 3%
5. O=C(CN1C(=O)NC(Cc2c[nH]c3ccccc23)C1=O)NCCc1ccccc1 (stereo unspecified)
    9%, 1%, 1%, -9%, 56%, -14%, 2%, -13%, -3%
6. O=C(Cn1cnc2onc(-c3ccc(Cl)cc3)c2c1=O)Nc1ccc(F)cc1
    -15%[59 µM], 12%, -3%, -22%, 0%, x, -8%[60.1 µM], 13%, -5%
7. CCCC(=O)c1ccc(OC(=O)c2c(-c3ccccc3Cl)noc2C)cc1
    46%[activator][59 µM], 22%, 49%[activator], -1%, -3%, x, -15%[60.1 µM], -19%, -7%
8. CCS(=O)(=O)c1ccc(O)c(NC(=O)COc2ccc(Br)cc2)c1
    13%, -21%, -6%, -13%, 10%, -6%, -5%, -9%, -2%
9. CC(=O)c1ccc(NC(=O)C(C)OC(=O)CCCN=C2NS(=O)(=O)c3ccccc32)cc1 (stereo unspecified)
    u, u, x, -11%, x, 1%, -11%, 16%, x
10. CCOC(=O)C1CCN(C(=O)Nc2cccc(OC)c2)CC1
    4%, -11%, -8%, -6%, 16%, -2%, -4%, 12%, 0%
11. COc1ccc(NC(=O)CC2C(=O)N(c3ccc(OC)cc3)C(=O)N2C(C)C)cc1 (stereo unspecified)
    56µM*, u, -6%, -19%, -1%, -1%, 1%, 17%, -5%
12. COc1ccc(NC(=O)N2CCc3c(sc4c3CCCC4)C2c2ccccc2OC)cc1 (stereo unspecified)
    u, -39%, -6%, -6%, 30%, x, -2%, 36%[activator], -7%
13. CN(Cc1ccno1)Cc1cn(Cc2ccccc2)nc1-c1ccc2c(c1)OCO2
    x, -16%, 1%, -4%, -23%, 2%, -12%, 6%, -17%
14. Cc1ccc(CN2CCN(/N=C\C=C\c3ccccc3)CC2)cc1
    35µM*, 28µM*, -15%, -5%, 0%, 4%, -4%, 58%[activator], -7%
15. COc1ccc(NC(=O)CSc2nnc(-c3ccccn3)n2Cc2ccco2)cc1OC
    6%[12.7 µM], u, -13%, -5%, 17%, 4%, -7%, 33%[activator], 0%
16. O=C(CN1C2=NCCN2c2ccccc21)C12CC3CC(CC(C3)C1)C2
    -36%, -2%, u, -11%, 14%, -6%, -1%, 11%, -2%
17. O=C(O)c1ccccc1-n1ncc2c1/C(=C/c1ccc(Cl)cc1)CC2
    -41%, u, -6%, x, 40µM*, u, x, x, -4%
18. COc1ccc(/C=C/C(=O)NCc2ccccn2)cc1
    4%[59 µM], 5%, -5%, -7%, 33%, 0%, -8%, 10%, 1%
19. CCOCCCNC(=O)c1cc2c(=O)[nH]c3ccccc3c2s1
    7%, -1%, -9%, -10%, 0%, 18%, 8%, 44%[activator], -3%
20. CCCCn1c(SCC(=O)NCCOC)nc2ccc(N3CCOCC3)cc2c1=O
    100%[activator][59 µM], 0%, 30%, -5%, 2%, -5%, -12%, 19%, 0%
21. COc1cccc(C2CC(C(F)(F)F)n3ncc(C(=O)O)c3N2)c1 (stereo unspecified)
    31%[59 µM], 2%, -12%, -4%, 26%, 14%, -2%, u, -13%
22. CC(Sc1ccc(Cl)cc1)C(=O)Nc1ccccc1-c1ccccc1 (stereo unspecified)
    -1%, 35%[activator], 60%[activator], -15%, 6%, -3%, -11%, -2%, 1%
23. CCOC(=O)c1c(O)c(Cl)c(C)[nH]c1=O
    -10%, x, -2%, -1%, 43%, 12%, -3%, 64%[activator], -2%
24. O=C(NCc1cccnc1)Nc1ccc(Br)cc1
    17%, -14%, -7%, -8%, 19%, 34%, -5%, 17%, -5%
25. Cc1cc(C)n(CC(O)COc2cccc(OCC(O)Cn3nc(C)cc3C)c2)n1 (stereo unspecified)
    0%[59 µM], 9%, -3%, -14%, 6%, 5%, 4%, 6%, 1%
26. O=C(NC(Cc1ccccc1)C(=O)O)c1ccc(S(=O)(=O)N2CCCC2)cc1 (stereo unspecified)
    -34%, 22%, 39%[activator], -5%, -3%, -5%, 1%, -16%, 5%
27. C/C(=N/NC(=O)c1ccoc1C)c1ccc(N2CCOCC2)cc1
    8%[59 µM], -3%, -4%, -10%, 1%, 4%, -8%, 37%[activator], -7%
28. CN(C)C(=O)c1ccc(Nc2nnc(-c3ccc(O)cc3)c3ccccc23)cc1
    15%, -15%, -10%, -9%, -6%, 60%[activator], 7%, -4%, -7%
29. COc1ccccc1CCNC(=O)c1ccc(NC(=O)CC2SC(N3CCCC3)=NC2=O)cc1 (stereo unspecified)
    14%[2.33 µM], 4%, x, -4%, x, 30%, -3%, 20%, x
30. CC(=O)N(C)Cc1ccc(C(=O)CSc2nnc(C3CC3)n2C2CC2)cc1
    19%[2.33 µM], -5%, x, -4%, x, 28%, -4%, 24%, x
31. CCN1CCc2nc(NC(=O)Cc3ccc4c(c3)OCCO4)sc2C1
    u, 0%, -18%, -6%, 19%, 0%, -5%, 16%, -11%
32. C=CCn1c(-c2ccc(C)cc2)nc2ccccc21
    21%, -4%, u, -7%, 9%, -1%, -13%, -3%[58.9 µM], -1%
33. CCC(C(=O)NCc1cccs1)n1nc(C)n2c(cc3occc32)c1=O (stereo unspecified)
    x, -36%, -16%, -4%, 22%, -17%, -12%, -30%, 0%
34. CCOc1cccc(C(=O)Nc2ccc(N3CCCC3)cc2)c1
    3.5µM*, -32%, -5%, -9%, 28%, 10%, -5%, -7%, -5%
35. Cc1ccc(-n2nc3ccc(N)cc3n2)c(C)c1
    x, u, 135%[activator], 5%, 1%, 4%, -11%, 55%[activator], -16%
36. Cc1ccc(CNC(=O)CSc2nc3ccccc3c3nc(C)nn23)cc1
    5%, -26%, -8%, x, 12%, -4%, x, x, 1%
37. O=C(Nc1cccnc1)c1cn(-c2ccccc2)nc1-c1cccs1
    -9%, -3%, -13%, -10%, 2%, -8%, -6%, -3%, 0%
38. O=C(c1ccc(CS(=O)c2ccccc2Cl)o1)N1CCN(c2ccccc2)CC1 (stereo unspecified)
    18%, u, -15%, -2%, 2%, 69%[activator], 1%, 9%, 0%
39. CCCOc1ccc(N2C(=O)CC(SCCc3nc4ccccc4[nH]3)C2=O)cc1 (stereo unspecified)
    -4%, -14%, -23%, -14%, 1%, -11%, -4%, -9%, -6%
40. O=C(c1cc(Cl)ccc1Cl)N1CCN(c2ccccn2)CC1
    8%[12.7 µM], 10%, 0%, 1%, 16%, -5%, 4%, 21%, -2%
41. CCN(CC(=O)NCc1cccs1)C(=O)/C=C/c1cccc(Cl)c1Cl
    1%[12.7 µM], -1%, x, -16%, x, 15%, -6%, -2%, x
42. NC(=O)C1(N2CCCCC2)CCN(CC(=O)Nc2cc(Cl)ccc2Cl)CC1
    15%[59 µM], -1%, 4%, -6%, -2%, -6%, -5%, 33%[activator], 1%
43. Cc1cc(C)c2c(=O)cc(C(=O)Nc3sc4c(c3C(=O)NCc3ccco3)CCCC4)oc2c1
    -26%[59 µM], -3%, 2%, -21%, 8%, x, -21%, 13%, -3%

A different layout for four compounds above.
| # | Compound | G9a block | BAZ2B inh | Apoferritin bind | POLH inh | Pol beta inh | APEX1 inh | Pol kappa inh | POLI inh | BLM inh |
| --- | --- | --- | --- | --- | --- | --- | --- | --- | --- | --- |
| 37 | O=C(Nc1cccnc1)c1cn(-c2ccccc2)nc1-c1cccs1 | -9% | -3% | -13% | -10% | 2% | -8% | -6% | -3% | 0% |
| 38 | O=C(c1ccc(CS(=O)c2ccccc2Cl)o1)N1CCN(c2ccccc2)CC1 (stereo unspecified) | 18% | u | -15% | -2% | 2% | 69%[activator] | 1% | 9% | 0% |
| 39 | CCCOc1ccc(N2C(=O)CC(SCCc3nc4ccccc4[nH]3)C2=O)cc1 (stereo unspecified) | -4% | -14% | -23% | -14% | 1% | -11% | -4% | -9% | -6% |
| 40 | O=C(c1cc(Cl)ccc1Cl)N1CCN(c2ccccn2)CC1 | 8%[12.7 µM] | 10% | 0% | 1% | 16% | -5% | 4% | 21% | -2% |
